# Screening data: PubChem, Sanford-Burnham Center for Chemical Genomics
# LYP inhibition: inhibitors of LYP phosphatase, biochemical, fluorescence intensity, uHTS (AID 1779). recombinant LYP phosphatase, fluorescence intensity; higher % means a stronger effect. inhibition, % at 11.5 µM, or IC50 in µM where a hit was titrated. 0.054% of 290,000 active; in the data active = inhibition above about 50%;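 note: plate controls were vehicle with enzyme for no effect and no enzyme for full effect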
# Numbers without * were called inactive. Only part of the results is shown. The share of hits here may be higher or lower than overall.
SMILES,LYP inhibition
CC(=O)c1sc(N/N=C\c2ccc(N(C)C)cc2)nc1C,0%
COC(=O)Cc1c(C)c2ccc(OC3CCCCC3=O)c(C)c2oc1=O (configuration not stated),-7%
C/C(=N\NC(=O)CCC(=O)NCc1ccccc1)c1ccco1,-9%
O=C(Nc1nc2c(F)cccc2s1)C1CC1,-8%
Cc1[nH]c(=O)[nH]c(=O)c1S(=O)(=O)Nc1ccc(F)c([N+](=O)[O-])c1,-6%
COc1cc(/C=C2/C(=O)N(c3ccc(Br)cc3)N=C2C)cc(OC)c1OC,-4%
Cc1cccc(C(=O)NCC(=O)NC2CCN(Cc3ccccc3)CC2)c1,-10%
CN(C)CCCN(C(=O)c1ccc(S(=O)(=O)N2CCc3ccccc32)cc1)c1nc2c(Cl)cccc2s1,4%
COc1ccc(S(=O)(=O)Nc2ccc(Cl)cn2)cc1,-3%
Cc1c(C)n(Cc2ccccc2)c2ccc(C(=O)NCCN3CCOCC3)cc12,-11%
CC[C@]1(c2ccccc2OC)C(=O)N(C(=O)OC)N1C(=O)OC,-3%
CN1CCN(C(=S)SCC(=O)N2CCCc3ccccc32)CC1,-10%
Cc1cc(NS(=O)(=O)c2ccc(C(C)C)cc2)no1,-4%
Cc1cc(=O)n2nc(N3CCC(C(=O)Nc4cccc(Cl)c4C)CC3)sc2n1,-9%
O=C(O)CC1SC(=O)N(CC(=O)c2ccccc2)C1=O (configuration not stated),-10%
O=Cc1ccc(OCC(=O)NCC2CCCO2)cc1 (configuration not stated),-2%
COc1ccc(C2(c3ccc(OC)cc3)NC(=O)N(CC(=O)Nc3ccc(C(N)=O)cc3)C2=O)cc1,-16%
CCCc1ccc(C2=Nn3c(nnc3C(C)C)SC2)cc1,-4%
CCN(CC)CCNCC1C(=O)O[C@@H]2C[C@@]3(C)CCC[C@H](C)C3=C[C@H]12 (some centres not stated),-10%
Cc1cc(NC(=O)C(Cl)c2ccccc2)no1 (configuration not stated),-9%

# Brought forward from above: 3 compounds, then new ones.
SMILES,LYP inhibition
CCCc1ccc(C2=Nn3c(nnc3C(C)C)SC2)cc1,-4%
CCN(CC)CCNCC1C(=O)O[C@@H]2C[C@@]3(C)CCC[C@H](C)C3=C[C@H]12 (some centres not stated),-10%
Cc1cc(NC(=O)C(Cl)c2ccccc2)no1 (configuration not stated),-9%
COc1ccc(CN2C(=O)c3cccnc3C2=O)cc1S(=O)(=O)N1CCOc2ccc(Cl)cc21,-4%
O=C(NCc1cccc(Cl)c1)C1CCCN(c2ncnc3c2nc2n3CCCCC2)C1 (configuration not stated),-11%
COc1ccc(OC)c(NS(=O)(=O)c2ccc(-c3coc(C)n3)cc2)c1,-6%
Cc1ccc(-c2nnn(CC(=O)N(CC(=O)NC3CCCCC3)c3ccccc3F)n2)o1,-10%
O=C(CCCCCNC(=O)N1CCn2c1nc1ccccc12)NCc1ccc(F)cc1,-10%
O=C(NNS(=O)(=O)c1ccc(F)cc1)c1ccccc1O,-10%
Cc1cc(C)n(CCC(=O)N2CCN(S(=O)(=O)c3ccccc3)CC2)n1,-11%
O=C(O)CC1(CC(=O)NCc2cccc(Cl)c2)CCCCC1,-4%
O=C(CN1CCN(C(=O)c2ccco2)CC1)Nc1ccc(Br)cc1,-5%
COc1ccc(-c2ccc(SCC(=O)NC3CCCC3)nn2)cc1OC,-11%
O=C1/C(=C\c2cccc(O)c2)SC(=S)N1Cc1ccccc1,-1%
OC(CNc1ncnc2sccc12)c1ccccc1 (configuration not stated),-1%
O=C(NCc1ccco1)C1CCCN(c2nnc(-n3cccc3)s2)C1 (configuration not stated),-9%
O=C(CCC(=O)Nc1cccc(C(F)(F)F)c1)NCC1CCCO1 (configuration not stated),-9%
CN(Cc1nc2ccccc2[nH]1)C(=O)C1CCC(=O)N(C2CCCC2)C1 (configuration not stated),-8%
Cc1cccc(C)c1OCc1cc(C(=O)NCc2cn(C)nc2C)no1,-9%
CN1C2CCC1CC(NS(=O)(=O)c1cc(Cl)c(Cl)cc1Cl)C2 (configuration not stated),-9%
COc1ccc(S(=O)(=O)N2CCOC2CNC(=O)C(=O)NCc2ccncc2)cc1 (configuration not stated),-1%
O=S(=O)(NCCN1CCOCC1)c1ccc(Oc2ccccc2Cl)cc1,-8%
CN(C)CCN(C(=O)C1=COCCO1)c1nc2ccc(Cl)cc2s1,-3%
CC1CC(C)CN(C(=O)c2cc3c(=O)n4ccccc4nc3s2)C1 (configuration not stated),-10%
CCOC(=O)N1CCN(C(=O)C2CCC(=O)N(CCc3ccccc3)C2)CC1 (configuration not stated),-8%
CCOC(=O)c1c(C)[nH]c(C)c1S(=O)(=O)N(C)CC(=O)Nc1cc(C)ccc1OC,-5%
COc1cc2c(cc1OC)C(C)N(C(=O)c1cc(C)on1)CC2 (configuration not stated),-10%
CC(C)CCNC(=O)c1onc(CSc2nc3ccccc3[nH]2)c1C(=O)NCCC(C)C,-8%
Cc1cc(=O)oc2cc(OCC(=O)Nc3ccccc3C(N)=O)c(Cl)cc12,-20%
O=C(/C=C/c1ccco1)NC(=S)N1CCCCC1,0%
CSc1ncccc1C(=O)NC1CCCCCCC1,-6%
Cc1occc1C(=O)NCc1nc(-c2ccc(Cl)cc2)no1,-4%
Cc1oc(-c2ccc(-c3ccccc3)cc2)nc1CN(CCO)C(C)C,-8%
COc1ccc(N2CCN(CC(O)COc3c(OC)cccc3OC)CC2)cc1 (configuration not stated),-8%
COc1ccc(-c2cc(C(=O)Nc3cccnc3)no2)cc1OC,-3%
Cc1ccc(NC(=O)N2CCCC2C(=O)NCc2ccccc2Cl)cc1 (configuration not stated),-4%
O=S(=O)(c1cccc2cccnc12)N1CCCCC1,-8%
Fc1ccccc1-c1n[nH]c(=S)n1Cc1ccccc1,-6%
CC(OC(=O)c1cccs1)C(=O)NC1CC1 (configuration not stated),-9%
COc1ccc(CN(C(=O)c2snc(C(N)=O)c2N)C(C(=O)NC2CCCC2)c2ccc(OC)c(OC)c2)cc1 (configuration not stated),-3%
COc1ccccc1NC(=O)Cc1ccc(-c2ccccc2)cc1,7%
CCC(=O)N1CCc2cc(S(=O)(=O)N(C)c3ccc(Br)cc3)ccc21,-11%
Cc1nc2cc(NC(=O)c3cccc(S(C)(=O)=O)c3)ccc2o1,-9%
C[C@@H](CN=[N+]=[N-])CN1CC[C@H](NC(=O)OCc2ccccc2)CCC1=O,-9%
CC(=O)c1cccc(NC(=O)CCc2nnc3ccc(NCc4ccc5c(c4)OCO5)nn23)c1,-13%
COc1ccccc1CNC(=O)COc1ccc(C)cc1,-3%
COc1ccccc1-n1c(C)c(C(C)=O)c2cc(O)ccc21,-5%
CC(NS(=O)(=O)c1ccc(OCC(=O)NCc2ccccn2)cc1)c1ccccc1 (configuration not stated),-12%
O=C1Cc2cc(S(=O)(=O)Nc3cccc([N+](=O)[O-])c3)cc3c2N1CCC3,2%
COC(=O)COc1ccc(S(=O)(=O)Nc2ccc3c(c2)OCCO3)cc1C,-8%
COCCC(=O)N1CCC(Oc2ccc(C(=O)N3CCCC(CCCO)C3)cc2)CC1 (configuration not stated),-2%
Cc1ccc(N2CC(C(=O)Nc3nc4ccc(S(C)(=O)=O)cc4s3)CC2=O)cc1 (configuration not stated),-3%
CC(=O)c1cc2c(cc1NC(=O)Cn1nc(-c3ccc(C)cc3)ccc1=O)OCO2,-2%
O=C(CCc1c[nH]c2ccccc12)NCc1cccc(Cl)c1,-5%
COc1cccc(CCC(=O)N2CCC(n3nccc3NC(=O)CC(C)C)CC2)c1,-6%
O=C(CSc1nnc2nnc3ccccc3n12)N1CCOCC1,-4%
Oc1cc(O)c2c(c1)O[C@H](c1ccc(O)c(O)c1)[C@H](O)C2,-8%
Cc1ccc(C(=O)NCc2ccncc2)cc1S(=O)(=O)N1CCOCC1,-4%
S=c1[nH]nc(-c2cccc3ccccc23)n1-c1cccnc1,-7%
CCn1nc(CC(C)C)cc1C(=O)N1CCCC(Nc2ccc(F)cc2)C1 (configuration not stated),-4%
Cc1ccc(S(=O)(=O)N(C)c2ccc(C(=O)NCCc3ccccc3)cc2)cc1,-1%
Cc1ccc(NC(=O)c2cccc(C(=O)Nc3ccc(C)c(C)c3)n2)cc1C,-3%
COc1ccc(/C=N\NC(=O)c2ccccc2OC)cc1COc1ccccc1C,0%

# (next part)
SMILES,LYP inhibition
CC(C)n1c(SCC(=O)NCc2ccco2)nnc1C1CC1,-11%
Cc1cccc(CSCc2ccc(C(=O)O)o2)c1,-6%
CC(=O)c1cccc(NC(=O)COC(=O)c2ccccn2)c1,-12%
N/C(=N\OC(=O)c1ccccc1Br)c1cccc([N+](=O)[O-])c1,-4%
CNC(=O)CN(c1ccc(Oc2ccccc2)cc1)S(=O)(=O)c1ccc(C)cc1,-12%
O=C(c1cccs1)N(Cc1ccc(Cl)cc1)C1CCS(=O)(=O)C1 (configuration not stated),-1%
Cc1ccccc1-n1ncc2c1CC(C)(C)CC2NC(=O)CN1CCCC1=O (configuration not stated),-6%
COc1ccc(NC2CCCN(C(=O)c3c(C)noc3C)C2)cc1 (configuration not stated),-7%
COc1ccc(CCNC(=O)c2ccc(CS(=O)Cc3ccc(Cl)cc3)o2)cc1OC (configuration not stated),-4%
COc1cccc(/C=N/NC(=O)CNC(=O)/C=C\c2ccccc2)c1O,-5%
Cc1ccc(S(=O)(=O)c2cc(C)cc(S(=O)(=O)Nc3ccc(C(=O)O)cc3)c2C)cc1,-4%
COc1ccc(CN2CCCCCC2)cc1,-2%
O=C(Cn1nc(-c2ccccc2)c2ccccc2c1=O)NCCO,-5%
CCn1cc(C(=O)NCCc2ccc(Cl)cc2)c(=O)c2ccc(C)nc21,-6%
COc1ccccc1CCNC(=O)C(=O)NCC1OCCN1S(=O)(=O)c1ccc(Cl)cc1 (configuration not stated),-5%
CCOC(=O)N1CCN(c2nc3c(C)cccn3c(=O)c2C=O)CC1,-1%
CCOC(=O)c1c(C)[nH]c(C)c1S(=O)(=O)NCCCN1CCOCC1,-9%
O=c1[nH]nc(-c2ccc(F)cc2)cc1-c1ccccc1,-2%
Cc1cc(N2CCCC2)ccc1NC(=O)CN1C(=O)NC(C)(c2ccccc2)C1=O (configuration not stated),-3%
CC(=O)Nc1cccc(Oc2nc(C(F)(F)F)nc3ccccc23)c1,-1%
CC1(C)CC(NC(=O)Cc2ccc(Cl)cc2)CC(C)(C)N1,-4%
O=C(c1ccc(OC2CCN(C/C=C/c3ccccc3)CC2)cc1)N1CCCCC1,-8%
COc1ccc(C)cc1Nc1c2c(nc3ccccc13)CCC2,-9%
Cc1c(C(=O)NCc2ccco2)oc2ccccc12,1%
O=C(CN1CCCCCC1)N/N=C/c1ccc2ccccc2c1,-1%
COc1ccc(C(=O)CCS(=O)(=O)c2ccc(C)cc2)cc1,-7%
O=C(NN1CC(C(=O)OCc2ccc(Cl)cc2Cl)CC1=O)c1ccccc1 (configuration not stated),-11%
O=S(=O)(Cc1ccccc1Cl)NCCc1ccc(F)cc1,-5%
COC(=O)c1ccc(C2C(C(=O)c3ccco3)=C(O)C(=O)N2c2cc(C)on2)cc1 (configuration not stated),-11%
Cc1cc(NC(=O)c2ccc(F)cc2)no1,0%
Cc1ccccc1CS(=O)(=O)CCC(=O)NCc1ccc(F)cc1Cl,-10%
CC(C)N(Cc1nccn1C)C(=O)CC1C(=O)NCCN1Cc1ccc(F)c(F)c1 (configuration not stated),-8%
COc1ccc(N(CC(=O)Nc2cc(Cl)ccc2OC)C2=NC3CS(=O)(=O)CC3S2)cc1 (configuration not stated),-7%
COc1ccc(CNC(=O)N2CCN(c3cccc(C)c3C)CC2)cc1OC,-13%
Cc1ccc(NC(=O)CN2CCOCC2)cc1C,-6%
CCOc1ccc(CN2CCNC(=O)C2CC(=O)NCc2csc(C(C)C)n2)cc1 (configuration not stated),-7%
Cc1cccc(C)c1OCc1cc(C(=O)N2CCN(C3CCCC3)CC2)no1,-10%
COc1ccccc1CN1CCCC(N2CCN(c3ccccc3OC)CC2)C1 (configuration not stated),-11%
Cc1cc2[nH]c(=O)c(=O)[nH]c2cc1S(=O)(=O)NC1CCCCC1C (configuration not stated),-6%
O=C(CCNC(=O)c1ccco1)Nc1ccc(OC(F)F)cc1,-8%
CCOC(=O)N1CCN(CCc2ccccc2)CC1,-10%
CC(=O)Nc1cccc(CCc2nc3ccccc3[nH]2)c1,-15%
CCCc1cc(=O)oc2c(C)c(OCC(=O)N3CCC(C(N)=O)CC3)ccc12,-6%
Cc1nc2ccccc2c2oc(C(=O)N3CCN(c4ccc([N+](=O)[O-])cc4)CC3)cc12,-5%
CCc1ccc(/C=C2/SC(=S)N(CCC(=O)NCCCN3CCOCC3)C2=O)cc1,-7%
CC(=O)Nc1cc[n+](CC(=O)c2cccc([N+](=O)[O-])c2)cc1,-9%
O=C(NCCCCCCNC(=O)c1ccccc1O)c1ccccc1O,-1%
COc1ccc(NC(=O)CSCc2cc(=O)n3nc(C4CC4)sc3n2)cc1,-6%

# Among those listed so far, 15 have fluorine:
SMILES,LYP inhibition
O=C(Nc1nc2c(F)cccc2s1)C1CC1,-8%
Cc1[nH]c(=O)[nH]c(=O)c1S(=O)(=O)Nc1ccc(F)c([N+](=O)[O-])c1,-6%
Cc1ccc(-c2nnn(CC(=O)N(CC(=O)NC3CCCCC3)c3ccccc3F)n2)o1,-10%
O=C(CCCCCNC(=O)N1CCn2c1nc1ccccc12)NCc1ccc(F)cc1,-10%
O=C(NNS(=O)(=O)c1ccc(F)cc1)c1ccccc1O,-10%
O=C(CCC(=O)Nc1cccc(C(F)(F)F)c1)NCC1CCCO1 (configuration not stated),-9%
Fc1ccccc1-c1n[nH]c(=S)n1Cc1ccccc1,-6%
CCn1nc(CC(C)C)cc1C(=O)N1CCCC(Nc2ccc(F)cc2)C1 (configuration not stated),-4%
O=c1[nH]nc(-c2ccc(F)cc2)cc1-c1ccccc1,-2%
CC(=O)Nc1cccc(Oc2nc(C(F)(F)F)nc3ccccc23)c1,-1%
O=S(=O)(Cc1ccccc1Cl)NCCc1ccc(F)cc1,-5%
Cc1cc(NC(=O)c2ccc(F)cc2)no1,0%
Cc1ccccc1CS(=O)(=O)CCC(=O)NCc1ccc(F)cc1Cl,-10%
CC(C)N(Cc1nccn1C)C(=O)CC1C(=O)NCCN1Cc1ccc(F)c(F)c1 (configuration not stated),-8%
O=C(CCNC(=O)c1ccco1)Nc1ccc(OC(F)F)cc1,-8%
